POLK inh: inhibitors of human DNA polymerase kappa; purified Pol kappa, fluorescent DNA synthesis assay, 10 min; Potency, µM (doses to about 107 µM), inactives show at the highest dose activity, negative = inhibition, hits mostly inhibitors; 0.53% of 400,000 active; AID 588579; note: % is set by controls: 0 for no effect and ±100 for the full control effect
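Enzyme at 10 nM met test compounds for 15 min at room temperature. Substrate addition (50 nM final) began the reaction, which was monitored by fluorescence at 0 and 10 min.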
Pol eta inh: blocks human DNA polymerase eta activity. Q9Y253. Potency, µM (series often up to 114 µM), inactives show at the highest dose activity change, negative = inhibition, usual class: inhibitors. 1.2% of 390,000 active. AID 588591. recombinant Pol eta, fluorescent DNA replication assay; note: % is set by controls: 0 for no effect and ±100 for the full control effect
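Pol eta (10 nM) was preincubated with compounds for 15 min at room temperature, after which fluorescent replication substrate (50 nM final) was added to start the reaction. Fluorescence was read kinetically at 0 and 10 min.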
G9a inh: inhibitors of human histone lysine methyltransferase G9a | Potency, µM (highest dose often 102 µM), without a hit: at the top dose activity, negative = inhibition, actives largely listed as inhibitors | 8.8% of 350,000 active | AID 504332 | G9a H3K9 monomethylation, AlphaScreen, 2 h; note: % is set by controls: 0 for no effect and ±100 for the full control effect; nearly all actives have a fitted effect of over 75% in size
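Step 1: enzyme (final 20 nM) with compound, 15 min RT. Step 2: substrate peptide 500 nM and SAM 20 uM, 2 h RT. Step 3: anti-H3K9me1 antibody and AlphaScreen beads, 10 min, then plate read.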
APE1 inh: APE1 (human) endonuclease inhibition; 0.35% of 350,000 active; AID 2517; Potency, µM (highest dose often 65.8 µM), for the others: top-dose activity change, negative = inhibition, hits mostly inhibitors; P27695; recombinant APE1, TAMRA/BHQ-2 abasic DNA cleavage fluorescence;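 note: plate controls were vehicle for no effect and reference inhibitor for full effect; nearly all actives have a fitted effect of over 55% in size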
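Endonuclease cleavage of a quenched abasic-site DNA duplex (50 nM) by APE1 (0.75 nM) was tracked by TAMRA dequenching. Compounds were preincubated with enzyme 15 min at room temperature; data normalized to buffer-only and DMSO wells plus NSC13755 control.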
BAZ2B block: inhibitors of human BAZ2B bromodomain; Potency, µM (highest dose often 114 µM), without a hit: at the top dose activity change, negative = inhibition, most hits filed as inhibitors; AlphaScreen BAZ2B-H3K14Ac peptide displacement; 4.4% of 360,000 active; AID 504333; Q9UIF8; note: % is set by controls: 0 for no effect and ±100 for the full control effect; nearly all actives have a fitted effect of over 60% in size
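AlphaScreen displacement of biotin-H3(5-23)K14Ac peptide (50 nM final) from BAZ2B (50 nM final) in PBS pH 7.4, 0.01% Tween-20; complex preformed 30 min RT, then compounds (top 110 uM) 30 min RT, beads 20 min dark.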
BLM inh: blocks DNA unwinding by human BLM helicase. P54132. recombinant BLM DNA unwinding, fluorescence dequenching. Potency, µM (titrated, usually from 56.1 µM), without a hit: top-dose activity change, negative = inhibition, usual class: inhibitors. 0.2% of 350,000 active. AID 2528;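 note: plate controls were vehicle for no effect and no enzyme for full effect; nearly all actives have a fitted effect of over 35% in size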
JMJD2A Tudor inh: inhibitors of human JMJD2A Tudor domain | Potency, µM (doses to about 114 µM), for the others: at the top dose activity change, negative = inhibition, hits mostly inhibitors | AID 504339 | 4.4% of 390,000 active | O75164 | AlphaScreen JMJD2A-Tudor / H3K4me3 peptide binding; note: % is set by controls: 0 for no effect and ±100 for the full control effect; nearly all actives have a fitted effect of over 50% in size
POLB inh: inhibitors of human DNA polymerase beta. P06746. Pol beta primer extension/strand displacement, fluorescence kinetic. Potency, µM (top dose mostly 114 µM), for inactives: at the highest dose activity change, negative = inhibition, hits mostly inhibitors. 1.3% of 340,000 active. AID 485314; note: % is set by controls: 0 for no effect and ±100 for the full control effect
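Values derive from four-parameter Hill fits of normalized kinetic data: reads at 0 and 10 min following addition of 50 nM substrate to 10 nM Pol beta preincubated 15 min with compound.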
Pol iota inh: inhibitors of human DNA polymerase iota. Potency, µM (series often up to 115 µM), for inactives: top-dose activity, negative = inhibition, hits mostly inhibitors. Q9UNA4. Pol iota fluorescent replication assay, 10 min. AID 588590. 1% of 390,000 active
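Fluorescent replication assay read twice, at 0 min and 10 min after adding 50 nM (final) substrate. Enzyme (10 nM) and compounds were first incubated 15 min at room temperature; enzyme-free buffer wells were negative controls.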
The depositor's hits bear a star; u = inconclusive; x = no result given; [ ] = another dose, or the depositor's remark. Calls come from the whole dose curve; as a rule, active = well fitted curve in the direction sought with a large enough effect; inconclusive = small, poorly fitted or top-dose-only effect, or another doubt; inactive = no such curve, though single readings can be large; an effect the other way counts as inactive or inconclusive. Potency is the fitted concentration of half-maximal effect. These rows are one share of the data; rates above refer to the full screens.

SMILES	POLK inh	Pol eta inh	G9a inh	APE1 inh	BAZ2B block	BLM inh	JMJD2A Tudor inh	POLB inh	Pol iota inh
CC(C)NC(=O)c1ccc(-c2ccc(Cl)c(C(F)(F)F)c2)o1	-3%	-21%	8%	2%	2%	2%	-8%	18%	21%
COc1ccccc1C(=O)CSc1ccccn1	4%	-1%	u	6%	-1%	-1%	-7%[57.1 µM]	4%	33%[activator]
Cc1cc(C(=O)C(C(c2ccccc2)N2CCOCC2)N2CCOCC2)ccc1Cl (stereo unspecified)	-18%	-8%	x	x	x	x	-9%	x	-7%
CCOC(=O)C1(CCCc2ccccc2)CCN(C(=O)CN2CCOC2=O)CC1	-16%	-24%	11%	7%	6%	-2%	-11%	-1%	24%
CC(=O)Oc1ccc(C2=Cc3ccc(OC(C)=O)cc3OC2C)cc1 (stereo unspecified)	-17%	-27%	x	x	x	x	2%	x	12%
CCCCN1CCc2c([nH]c3c(C)cccc23)C1=O	-7%	-1%	-23%[59 µM]	-1%	-20%	-4%	20µM*	-2%	16%
Cc1ccc(S(=O)(=O)c2nnn3c2nc(NCc2cccs2)c2sccc23)cc1C	-4%	-8%	0%[59 µM]	x	-29%	-3%	-26%	0%	6%
CCOC(=O)c1oc2ccccc2c1COC(=O)C(C)NC(=O)c1ccco1 (stereo unspecified)	0%	-7%	4%[12.7 µM]	-3%	-4%	x	-23%	x	-8%
O=C(NC(=S)NCc1cccnc1)c1ccccc1	-3%	-13%	4%[59 µM]	-3%	3%	2%	-10%	53%	11%
CC(C)C[C@@H](CN1CCCC1CN1C(=S)NC[C@@H]1Cc1ccc(O)cc1)N1C[C@H](Cc2ccccc2)N(CCc2ccccc2)C1=S (stereo partly specified)	-13%	-7%	x	x	x	x	u	x	-1%
Cc1c(-c2n[nH]c(=S)n2-c2ccc(C(F)(F)F)cc2)nnn1-c1ccccc1	-8%	2%	10µM*	-1%	-2%	2%	u	40%	6%
CCCCNC(=O)c1c(C)oc2ncn(CC(C)C)c(=O)c12	-13%	-7%	-25%[59 µM]	x	14%[57.1 µM]	-2%	-11%	14%	16%
O=C(/C=C/c1ccc(O)cc1)OCc1occc(=O)c1O[C@@H]1OC(CO)[C@@H](O)[C@H](O)[C@@H]1O (stereo partly specified)	-9%	19%	-51%	-4%	-4%	-2%	-15%	-22%	-24%
CNS(=O)(=O)c1cccc(C(=O)OCc2cc(Cl)cc3c2OCOC3)c1	-22%	-8%	10%[59 µM]	-4%	x	-10%	-23%	-15%	5%
Cc1cc(SCC#N)n2nc(C)c(-c3ccc(Cl)cc3)c2n1	-1%	-8%	40%	0%	5%	-1%	-3%	15%	44%[activator]
COc1ccc(C(c2c(NC(=O)c3ccccc3)sc(C)c2C)N2CCN(CCO)CC2)cc1 (stereo unspecified)	-2%	-7%	u	8%	u	-13%	4%	7%	11%
OCCNCc1c(OCc2ccc(Cl)cc2)ccc2ccccc12	6%	-15%	-43%	56%	7%	14%	-12%	-13%	-19%
CCN(CC)S(=O)(=O)c1ccc(N2CCCC2)c(NC(=O)C2CCCCC2)c1	1%	-14%	u	9%	-26%	-2%	-21%	-1%	37%[activator]
CC(C)(C)c1cc(CCC(=O)NN)cc(C(C)(C)C)c1O	-13%	-16%	1%	-2%	4%	-7%	-28%	-1%	156%[activator]
O=C1OCCC1Sc1nnc(-c2cccnc2)n1-c1ccccc1F (stereo unspecified)	-17%	-4%	-24%	-3%	-3%	2%	u	26%	11%
CCC(C)NC(=O)Cn1c(=O)n(-c2ccccc2)c(=O)c2ccc(C(=O)NCc3ccco3)cc21 (stereo unspecified)	-9%	13%	39%[59 µM]	-1%	-5%	-1%	-15%[57.1 µM]	-3%	24%
CCOC(=O)c1scc(-c2ccc(C)cc2)c1S(=O)(=O)Nc1cccc(CC)c1	5%	-8%	7%[59 µM]	x	-5%	-7%	5%	19%	-26%
COc1ccc(CC2S/C(=C(\C#N)C(=O)NCc3ccco3)N(c3ccc(C)cc3)C2=O)cc1 (stereo unspecified)	-9%	-5%	7%[12.7 µM]	-6%	-10%	-2%	-10%	8%	u
CCn1ncc(NC(=S)Nc2ccc(OC)c(OC)c2)c1C(N)=O	-6%	-14%	45µM*	u	79µM*	-11%	u	8%	126%[activator]
COc1ccc(Oc2ncc3nc(C)c(=O)n(C[C@H]4CCCO4)c3n2)cc1	1%[60.1 µM]	x	8%[0.501 µM]	-2%	x	5%	x	x	x

9 entries out of the list, arranged by SMILES length, high to low.
SMILES	POLK inh	Pol eta inh	G9a inh	APE1 inh	BAZ2B block	BLM inh	JMJD2A Tudor inh	POLB inh	Pol iota inh
CCC(C)NC(=O)Cn1c(=O)n(-c2ccccc2)c(=O)c2ccc(C(=O)NCc3ccco3)cc21 (stereo unspecified)	-9%	13%	39%[59 µM]	-1%	-5%	-1%	-15%[57.1 µM]	-3%	24%
COc1ccc(C(c2c(NC(=O)c3ccccc3)sc(C)c2C)N2CCN(CCO)CC2)cc1 (stereo unspecified)	-2%	-7%	u	8%	u	-13%	4%	7%	11%
CCOC(=O)c1scc(-c2ccc(C)cc2)c1S(=O)(=O)Nc1cccc(CC)c1	5%	-8%	7%[59 µM]	x	-5%	-7%	5%	19%	-26%
Cc1ccc(S(=O)(=O)c2nnn3c2nc(NCc2cccs2)c2sccc23)cc1C	-4%	-8%	0%[59 µM]	x	-29%	-3%	-26%	0%	6%
CC(=O)Oc1ccc(C2=Cc3ccc(OC(C)=O)cc3OC2C)cc1 (stereo unspecified)	-17%	-27%	x	x	x	x	2%	x	12%
CCn1ncc(NC(=S)Nc2ccc(OC)c(OC)c2)c1C(N)=O	-6%	-14%	45µM*	u	79µM*	-11%	u	8%	126%[activator]
O=C1OCCC1Sc1nnc(-c2cccnc2)n1-c1ccccc1F (stereo unspecified)	-17%	-4%	-24%	-3%	-3%	2%	u	26%	11%
O=C(NC(=S)NCc1cccnc1)c1ccccc1	-3%	-13%	4%[59 µM]	-3%	3%	2%	-10%	53%	11%
COc1ccccc1C(=O)CSc1ccccn1	4%	-1%	u	6%	-1%	-1%	-7%[57.1 µM]	4%	33%[activator]

Later entries.
SMILES	POLK inh	Pol eta inh	G9a inh	APE1 inh	BAZ2B block	BLM inh	JMJD2A Tudor inh	POLB inh	Pol iota inh
Cc1ccc(NC(=O)NC2CCCCCCC2)c(C)c1	2%	-8%	17%	27%	-2%	2%	-1%	8%	24%
CC(NS(=O)(=O)c1ccccc1)C(c1cccs1)N1CCOCC1 (stereo unspecified)	-13%	-6%	4%	2%	-4%	0%	-6%	1%	-7%
O=C(CSc1nnc(CCCO)n1-c1ccccc1)NCCc1ccccc1	-11%	0%	4%[59 µM]	3%	-26%	-1%	-11%	-24%	-12%
N#C/C(=C\Nc1ccccc1SC(F)(F)F)c1nc(-c2ccccc2)cs1	-11%	u	19%[59 µM]	-1%	-11%	1%	-23%	42%	17%
CCOc1c(C)cnc2c1c(=O)n(Cc1ccccc1F)c(=O)n2C	0%	0%	28%	12%	-1%	-6%	20%	-10%	37%[activator]
CCOc1ccccc1N(CC(=O)Nc1ccccc1C(=O)O)S(C)(=O)=O	3%	-3%	2%[59 µM]	-5%	14%	2%	-10%[57.1 µM]	5%	4%
Nc1ccccc1S(=O)(=O)NCCCCc1ccccc1	0%	-13%	-30%	20%	-29%	-8%	-5%	0%	u
Cc1ccc2c(Cl)c(C(=O)NCC3CCCO3)sc2c1 (stereo unspecified)	-7%	-18%	8%	-7%	-1%	-2%	-9%	u	u
CC(=O)OC(C)(C)/C=C/C(=O)[C@](C)(O)C1[C@H](O)C[C@@]2(C)C3CC=C4C(C=C(O[C@@H]5O[C@H](CO)[C@@H](O)[C@H](O)[C@H]5O)C(=O)C4(C)C)[C@]3(C)C(=O)C[C@]12C (stereo partly specified)	-8%	-2%	x	6%	x	x	-21%	x	u
COc1ccc(COC(=O)c2cc([N+](=O)[O-])ccc2N2CCOCC2)cc1F	-4%	-18%	u	15%	-11%	x	u	x	8%
O=C(CCCNS(=O)(=O)c1cccc2nsnc12)NCCN1CCN(c2ccccc2F)CC1	-27%	8%	5%	-3%	4%	-1%	-4%	-26%	-18%
CCC(C)C(NC(=O)OCc1ccccc1)C(=O)NCC(c1ccccc1)N(C)C (stereo unspecified)	3%	-19%	-7%	50%[activator]	-2%	-3%	-9%	-14%	142%[activator]
CCN(CC)CCNC(=O)CCCNC(=O)Cn1cnc2sc(C)c(C)c2c1=O	-4%	-12%	-13%[2.33 µM]	-2%	16%	4%	-2%	19%	26%
Cn1c(SCC(=O)NCc2cccs2)nnc1-c1ccc(S(=O)(=O)N2CCCC2)cc1	-3%	-8%	-2%[59 µM]	2%	x	0%	-3%	4%	-10%
C=CCNC(=O)c1cc2c(=O)n3ccccc3nc2s1	-7%[60.1 µM]	3%	-4%	7%	5%	0%	-10%	17%	10%
Cc1ccc2c(Cl)c(Cc3ccccc3)c(=S)[nH]c2n1	-16%	-9%	x	x	x	x	32µM*	x	-2%
CCOC(=O)C1CCN(C(=S)Nc2cc(C)ccc2C)CC1	-10%	-7%	-5%	0%	-5%	3%	-11%	1%	0%
CCC(C)NC(=O)c1ccc(NS(=O)(=O)c2ccc3[nH]c(=O)[nH]c3c2)cc1 (stereo unspecified)	-4%	-16%	58%[activator]	24%	-12%	-7%	3%	4%	3%
COc1ccc(NC(=O)Cn2c(=O)n(Cc3nc(-c4ccccc4)no3)c(=O)c3cc4c(cc32)OCO4)cc1Cl	2%	-9%	0%[59 µM]	x	-23%	0%	-20%	9%	16%

Exported field by field: two of the compounds above
> N#C/C(=C\Nc1ccccc1SC(F)(F)F)c1nc(-c2ccccc2)cs1
- POLK inh = -11%
- Pol eta inh = u
- G9a inh = 19%[59 µM]
- APE1 inh = -1%
- BAZ2B block = -11%
- BLM inh = 1%
- JMJD2A Tudor inh = -23%
- POLB inh = 42%
- Pol iota inh = 17%
> CCOc1c(C)cnc2c1c(=O)n(Cc1ccccc1F)c(=O)n2C
- POLK inh = 0%
- Pol eta inh = 0%
- G9a inh = 28%
- APE1 inh = 12%
- BAZ2B block = -1%
- BLM inh = -6%
- JMJD2A Tudor inh = 20%
- POLB inh = -10%
- Pol iota inh = 37%[activator]

High-throughput results deposited in PubChem BioAssay by National Center for Advancing Translational Sciences (NCATS).
